# Compound activity as filed in PubChem.
# NCI-60 one-dose screen, 48 h, at 10 µM unless noted. Numbers give growth in % (100 = growth as untreated, 0 = no growth, -100 = all killed).
# MOLT-4: MOLT-4 leukemia cells; 6.9% of 80,000 active; AID 1794779
# CCRF-CEM: CCRF-CEM leukemia; AID 1794778; 7% of 77,000 active
# HOP-62: HOP-62 NSCLC | 3.9% of 80,000 active
# M14: M14 melanoma; 6.2% of 80,000 active
# HOP-92: HOP-92 NSCLC cells; 6.3% of 71,000 active
# EKVX: EKVX NSCLC | 3% of 71,000 active | AID 1794765
# RPMI-8226: RPMI-8226 leukemia cells. 7.5% of 77,000 active
# A549/ATCC: A549/ATCC NSCLC; 3.7% of 81,000 active; AID 1794740
# * = called active by the depositor; · = not tested or not shown; & = joins results of further samples. How the source made its calls: active means growth percent below 10; inactive means the rest.
SMILES,MOLT-4,CCRF-CEM,HOP-62,M14,HOP-92,EKVX,RPMI-8226,A549/ATCC
O=C(Nc1ccccc1)Nc1nc2ccc([N+](=O)[O-])cc2[nH]1,56,52,105,58,-5.3*,44,46,57
Brc1ccc(-c2nnc3c4[nH]ccc4ncn23)cc1,77,97,93,102,70,78,84,92
Cc1nn(-c2ccccc2)c2c1C(c1cc3c(cc1Br)OCO3)C(C#N)=C(N)O2 (configuration not stated),103,95,97,98,94,97,98,108
CC1=NN(c2nc(-c3ccco3)c(C#N)c(=O)n2C)C(=O)C1N=Nc1ccc(C(=O)O)cc1 (configuration not stated),116,118,80,100,82,92,90,101
Nc1nc2c(s1)CCc1c-2cn(S(=O)(=O)c2ccccc2)c1-c1ccccc1,59,66,115,97,89,·,77,77
CCOC(=O)c1ncc(-c2ccc(C(F)(F)F)cc2)c(NCCCC(F)(F)C(F)(F)C(F)(F)C(F)(F)C(F)(F)C(F)(F)C(F)(F)C(F)(F)F)n1,99,96,123,106,81,·,96,95
NC1=NC(c2ccc(N3CCCCC3)cc2)n2c(nc3ccccc32)N1 (configuration not stated),81,93,115,100,77,104,89,95
COc1cc(-c2nn(-c3cccc(NC(=O)Nc4ccc(Cl)c(Cl)c4)c3)cc2-c2ccncc2)ccc1Cl,-11*,-7.9*,10,0.3*,-34*,·,-12*,-5.9*
Cn1ncc2cc(CN3CCC(OCc4cccc(C(F)(F)F)c4)CC3)ccc21,102,55,97,104,·,103,100,104
CCN(CC)CCOc1cccc2c1C(=O)c1ccccc1C2=O,96,93,82,94,71,95,86,91
NC1=C(Cl)C(=O)C(N)=C(Cl)C1=O,123,97,94,94,100,91,89,87
CSc1nc2c(=O)[nH]cnc2s1,111,·,96,101,105,·,103,99
Cc1nc2ccccc2n1C(=O)/C=C/c1ccccc1,98,92,101,100,106,·,101,96
COc1ccc2cc(C(C)C(=O)Nc3ccc(S(=O)(=O)Nc4ncccn4)cc3)ccc2c1 (configuration not stated),84,·,80,103,·,102,108,104
CCOc1ccc(N=Cc2ccccc2O)cc1,82&97,88&97,97&114,106&110,102,104&99,96,101&91
O=C(O)c1cn(C2CC2)c2cc(N3CCN(Cc4n[nH]c(=S)o4)CC3)c(F)cc2c1=O,77,87,88,98,88,96,99,88
CN(C)C(=O)Oc1cccc([N+](C)(C)C)c1,102,113,100,126,·,93,117,102
O=C1CCCN1c1nc(-c2ccccc2)cs1,99,99,103,101,87,·,107,102
Nc1ccc(S(=O)(=O)Nc2ncc(O)cn2)cc1,116,140,·,·,69,90,124,113
CN(C)CCOc1ccc(CN)cc1,106,101,90,99,89,101,96,92
CCCCn1c(=O)[nH]c(N)c([C@@H]2c3c([nH]c(=O)n(CCCC)c3=O)Oc3ccc4ccccc4c32)c1=O,-8.4*,-16*,74,31,83,85,78,95
O=C1CC(C(=O)O)C2(CCCCC2)O1 (configuration not stated),103,108,112,100,102,105,113,108
Oc1ccc(/C=N/Nc2nc3ccccc3s2)c(O)c1,19,27,27,27,63,43,37,18
NC(=O)/N=C(\CCc1nc2ccccc2[nH]1)c1nc2ccccc2[nH]1,95,98,87,105,·,106,96,104
Cc1cc(C(N)=O)c2ccccc2n1,108,98,99,107,·,106,110,108
CCOC(=O)c1cnnn1-c1cc(=O)n(CC)c2ccccc12,112,103,·,100,95,96,110,107
CSc1ccc([N+](=O)[O-])cc1,104,100,109,104,102,112,106,99
Cc1ccc(Nc2nc(NS(=O)(=O)c3ccc(C)cc3)nc(-c3ccc(Cl)cc3)c2C#N)cc1,·,100,131,97,125,102,110,108
COc1ccc(/C=N\O)cc1OC,113,98,113,110,85,128,100,108
O=C(NNC(=O)N1c2ccccc2C=Cc2ccccc21)c1ccc2ccccc2c1,95,95,99,101,81,89,97,96
CCOC(=O)c1c(C)oc2ncnc(N3CCN(CC(=O)Nc4ccc(Cl)cc4)CC3)c12,92,91,99,110,108,97,92,103
CCN(CC)c1nc(N(CC)CC)c2[nH]cnc2n1,83,77,96,100,·,64,71,95
Cc1ccc(-c2ncc(S(=O)(=O)c3ccccc3)o2)cc1,99,90,101,105,86,104,96,102
O=C(N/N=C/c1ccc(Sc2ncccn2)o1)c1cccc(F)c1,95,94,101,96,89,104,99,92
CC(=O)OCC1OC(OC2C(COC(C)=O)OC(OCCC[S-])C(OC(C)=O)C2OC(C)=O)C(OC(C)=O)C(OC(C)=O)C1OC(C)=O.[Au+].c1ccc(CN2[CH-]N(Cc3ccccc3)C(c3ccccc3)=C2c2ccccc2)cc1 (configuration not stated),15,11,32,25,-11*,28,-6.9*,23
CNC(=O)c1cc(Oc2ccc3nc(NC(=O)NCCCO)sc3c2)ccn1,94,96,111,106,95,109,104,105
COc1cccc(-c2nc3sccn3c2-c2ccnc(NCCCNS(=O)(=O)c3ccccc3)c2)c1,14,12,62,38,42,43,-17*,29
COc1ccc(C2CC(c3ccc(OC)c(OC)c3)=NN2C(=O)c2cc(OC)c(OC)c(OC)c2)c(OC)c1 (configuration not stated),106,93,76,64,·,87,92,83
COc1cc2oc(-c3cccc(C(=O)N[C@@H](CC(C)C)C(=O)O)c3)cc(=O)c2c(OC)c1OC,107,106,123,104,108,98,99,97
CSc1ccccc1C#C/C=C\C#Cc1ccccc1N1CCCC1=O,27,24,60,64,41,55,22,63
O=Cc1ccc(Cl)c(Cl)c1,106,98,97,102,69,109,105,102
CCCC(=O)OCC1OC(n2cc(C)c(=O)[nH]c2=O)CC1OC(=O)CCC (configuration not stated),64,66,90,94,86,104,78,103
Cc1ccc(N2CCN(CC(O)COc3ccc(Cl)cc3)CC2)cc1 (configuration not stated),98,96,120,97,75,112,98,101
O=C1/C(=C/c2cc(Cl)cc(Cl)c2)Cc2c(F)ccc(Br)c21,96,102,99,103,108,88,97,103
CCN(CC)CCNC(=O)c1ccc(N)cc1,112,94,96,96,·,108,99,104
NC(=O)C1(N2CCCC2)CCN(Cc2ccccc2)CC1,94,95,105,104,97,102,96,94
CCOC(=O)C(C(C)=O)=P(c1ccccc1)(c1ccccc1)c1ccccc1,96,110,103,103,·,·,97,94
O=C(O)C(Cc1ccccc1)NSc1ccccc1[N+](=O)[O-] (configuration not stated),121,109,100,107,103,·,107,·
Clc1ccc(-n2cnc3c(Nc4ccccn4)nc(Cl)nc32)c(Cl)c1,96,106,101,101,98,94,95,95
COc1ccc(C2=C(c3ccccc3)C(=O)C(c3ccccc3)=C2c2ccccc2)cc1,32,35,94,81,52,70,62,63
C=C1CCC2C3(C)COC(c4ccccc4Br)OC3CCC2(C)C1C/C=C1/C(=O)OCC1OC(C)=O (configuration not stated),-45*,·,11,-37*,1.6*,-3.9*,-47*,23
N#CCc1ccccc1C(=O)O,87,·,105,111,·,104,·,106
CN1C(=O)C(C2=NN(c3cc(Cl)cc(Cl)c3)C(c3ccc(F)cc3)C2)C(=O)N(C)C1=O (configuration not stated),85,56,93,90,62,74,57,94
CNc1ccc(Nc2ccc(S(=O)(=O)O)cc2)c2c1C(=O)c1ccccc1C2=O,106,89,125,112,·,·,107,92
CC(C)c1ccc(C(=O)Nc2sc3c(c2C#N)CCC(=O)C3)cc1,0.1*,1.4*,37,-6.5*,-52*,8.0*,-35*,15
CN(C)C(=O)Nc1nc2cc(Cl)c(Cl)cc2[nH]1,8.3*,10,-39*,-67*,75,58,-16*,3.3*
COc1ccc2nc(NCCCNCCO)c3sc4ccc(F)cc4c(=O)c3c2c1,-10*,-21*,74,-57*,12,61,·,49
Cc1cc(O)cc(C)c1[N+](=O)[O-],105,100,91,102,91,·,100,101
CCN1CCN(C(=O)[C@@]2(C)CC[C@]3(C)CC[C@]4(C)C(=CC(=O)[C@@H]5[C@@]6(C)C/C(=C/c7cccnc7)C(=O)C(C)(C)[C@@H]6CC[C@]54C)[C@@H]3C2)CC1,24,54,109,78,80,75,32,90
CCOC(=O)c1nnc2cc(-c3ccccc3)nn2c1-c1ccccc1,99,68,84,85,77,92,56,104
# New compounds follow.
SMILES,MOLT-4,CCRF-CEM,HOP-62,M14,HOP-92,EKVX,RPMI-8226,A549/ATCC
COc1ccc(/C=C/C(=O)c2cc(O)ccc2O)cc1,79,41,114,105,71,93,46,79
Cc1ccsc1[C@@H]1C[C@@H]2Cc3ccccc3N1O2,94,105,·,105,72,92,94,96
Cc1c(C)c2c(c(C)c1O)CCC(C)(CCCC(C)CCCC(C)CCCC(C)C)O2 (configuration not stated),·,88,109,99,88,107,·,97
C/C(=N\NC(=O)c1nc(N)n(-c2ccc(S(N)(=O)=O)cc2)n1)c1ccncc1,105,103,108,105,98,103,100,103
CCCc1nc2nc3c(c(C)nn3-c3ccccc3)c(-c3ccc(OC)cc3)c2c(=O)[nH]1,101,88,90,101,90,·,94,98
CCOC(=O)N1CCc2c(sc3nc(-c4ccccc4)nc(OCc4cn(Cc5nc6sc7c(c6c(=O)[nH]5)CCN(C(=O)OCC)C7)nn4)c23)C1,65,83,95,93,93,93,·,75
O=C(Oc1ccc(Cl)cc1Cl)C(=O)Oc1ccc(Cl)cc1Cl,88,90,94,108,92,104,91,88
Nc1ccc(C(=O)NCCSCCN2CCCCC2)cc1,95,103,97,102,92,106,98,84
O=[N+]([O-])c1ccc(NN=C(C2CC2)C2CC2)c([N+](=O)[O-])c1,78,84,107,104,107,106,100,91
O=C(CCCCCCC(=O)Nc1cccnc1)NO,17,2.0*,40,30,·,97,-15*,66
CC(=O)[C@@H]1CC[C@]2(CN)CC[C@]3(C)[C@H](CC[C@@H]4[C@@]5(C)CCCNC(C)(C)[C@@H]5CC[C@]43C)[C@@H]12,58,94,103,88,82,93,90,95
Cc1cc2nc(NC(=O)c3ccc(Nc4ccc(Cl)nn4)cc3)sc2cc1C,96,98,95,96,91,90,90,79
O=C1Nc2ccc(S(=O)(=O)O)cc2C1=O,110&110,102&114,102&101,112&111,80,103,103&105,98&95
COC(=O)C1(CC(=O)c2ccc(OC)cc2)NC(=S)NC(=O)C1C#N (configuration not stated),130,103,111,116,103,108,107,110
Cc1c(Cl)ccc2c(=O)c(C(=O)O)c[nH]c12,98,110,97,102,92,97,98,106
Cc1ccc(C(=O)/C=C\C=C\c2ccccc2)cc1,101,97,120,108,117,91,99,91
COc1ccc(/C=C/C(=O)c2ccc(OCc3ccccc3)c(OC)c2)cc1OC,70,64,94,109,·,86,32,49
O=C(Nc1ccccc1)Nc1ccc(F)c(C(=O)c2c[nH]c3ncccc23)c1F,96,97,99,88,85,97,·,104
COc1ccc(Nc2ncnc3c2cnn3-c2cccc(Br)c2)cc1,83,99,103,94,85,102,85,82
CC(N)c1nnc2n(Cc3ccccc3)c(=O)c3c4c(sc3n12)CCCC4 (configuration not stated),91,84,90,104,92,94,112,90

# 17 compounds from above, sorted by length of the SMILES, low to high.
SMILES,MOLT-4,CCRF-CEM,HOP-62,M14,HOP-92,EKVX,RPMI-8226,A549/ATCC
O=C(CCCCCCC(=O)Nc1cccnc1)NO,17,2.0*,40,30,·,97,-15*,66
O=C1Nc2ccc(S(=O)(=O)O)cc2C1=O,110&110,102&114,102&101,112&111,80,103,103&105,98&95
Nc1ccc(C(=O)NCCSCCN2CCCCC2)cc1,95,103,97,102,92,106,98,84
Cc1ccc(C(=O)/C=C\C=C\c2ccccc2)cc1,101,97,120,108,117,91,99,91
Cc1c(Cl)ccc2c(=O)c(C(=O)O)c[nH]c12,98,110,97,102,92,97,98,106
Cc1ccsc1[C@@H]1C[C@@H]2Cc3ccccc3N1O2,94,105,·,105,72,92,94,96
COc1ccc(Nc2ncnc3c2cnn3-c2cccc(Br)c2)cc1,83,99,103,94,85,102,85,82
O=C(Oc1ccc(Cl)cc1Cl)C(=O)Oc1ccc(Cl)cc1Cl,88,90,94,108,92,104,91,88
COC(=O)C1(CC(=O)c2ccc(OC)cc2)NC(=S)NC(=O)C1C#N (configuration not stated),130,103,111,116,103,108,107,110
COc1ccc(/C=C/C(=O)c2ccc(OCc3ccccc3)c(OC)c2)cc1OC,70,64,94,109,·,86,32,49
O=C(Nc1ccccc1)Nc1ccc(F)c(C(=O)c2c[nH]c3ncccc23)c1F,96,97,99,88,85,97,·,104
Cc1c(C)c2c(c(C)c1O)CCC(C)(CCCC(C)CCCC(C)CCCC(C)C)O2 (configuration not stated),·,88,109,99,88,107,·,97
O=[N+]([O-])c1ccc(NN=C(C2CC2)C2CC2)c([N+](=O)[O-])c1,78,84,107,104,107,106,100,91
C/C(=N\NC(=O)c1nc(N)n(-c2ccc(S(N)(=O)=O)cc2)n1)c1ccncc1,105,103,108,105,98,103,100,103
CCCc1nc2nc3c(c(C)nn3-c3ccccc3)c(-c3ccc(OC)cc3)c2c(=O)[nH]1,101,88,90,101,90,·,94,98
CCOC(=O)N1CCc2c(sc3nc(-c4ccccc4)nc(OCc4cn(Cc5nc6sc7c(c6c(=O)[nH]5)CCN(C(=O)OCC)C7)nn4)c23)C1,65,83,95,93,93,93,·,75
CC(=O)[C@@H]1CC[C@]2(CN)CC[C@]3(C)[C@H](CC[C@@H]4[C@@]5(C)CCCNC(C)(C)[C@@H]5CC[C@]43C)[C@@H]12,58,94,103,88,82,93,90,95

# (more compounds)
SMILES,MOLT-4,CCRF-CEM,HOP-62,M14,HOP-92,EKVX,RPMI-8226,A549/ATCC
COc1cc(NC(=O)COc2ccccc2)c(C(N)=O)cc1OC,27,6.3*,31,17,·,·,9.2*,20
O=C(O)c1cc(O)cc(O)c1,92,120,108,102,118,115,102,102
CC1Cc2c(Cl)ncnc2N(C)c2ccc(Cl)cc21 (configuration not stated),8.1*,19,14,11,8.0*,14,-3.8*,18
C=CCCNC(=S)SCC(NC(=O)CCC(N)C(=O)O)C(=O)NCC(=O)O (configuration not stated),123,·,103,108,96,105,110,103
CC(C)N(C(=O)c1ccccc1)C(C)C,111,·,109,97,98,104,105,99
Cc1cc(C)c(NC(=O)c2sc3nc4c(cc3c2N)C(=O)CCC4)c(C)c1,43,22,37,16,·,54,32,23
Cc1nc2nc(C(F)(F)F)[nH]c2nc1C,113,93,93,105,·,90,92,100
CNC(=O)c1cc(Oc2ccc3c(c2)sc2nc(-c4ccc(Cl)cc4)cn23)ccn1,93,94,63,95,77,81,92,79
